Screening results as filed in PubChem.
phage Ecoli inh = E. coli growth loss with phage present; 360,000 compounds, 0.26% hits; growth absorbance; AID 651602; inhibition, % at 11.9 µM; in the data active = inhibition above about 11%
PfHsp90 set2 = reduces growth (ATP signal) of yeast expressing P. falciparum Hsp90. inhibition, % at 9.4 µM. 310,000 compounds, 0.32% hits. AID 504621. S. cerevisiae expressing PfHsp90, BacTiter-Glo ATP, 48 h; yeast lacking PDR1 and PDR3 efflux regulators;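 active = every replicate shows inhibition above about 80%, whatever the replicate mean, limit read from the data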;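 also: 0% = DMSO neutral controls and 100% = 20 µM radicicol positive controls; yeast relying on Plasmodium falciparum Hsp90 in place of its own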
HTR5A ag ctr = HTR5A agonism, opioid heterodimer counter-screen. HTR5A agonist assay, luminescence, cell-based. 340,000 compounds, 0.61% hits. AID 504692. activation, % at 9.3 µM. P47898; in the data active = activation mostly above about 9.5%, no sharp cut-off; inactive = mostly below about 7.6%;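 also: 0% = cells with vehicle only and 100% = reference agonist; strong numbers were not always called active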
Target sequence (P47898 whole entry, looked up): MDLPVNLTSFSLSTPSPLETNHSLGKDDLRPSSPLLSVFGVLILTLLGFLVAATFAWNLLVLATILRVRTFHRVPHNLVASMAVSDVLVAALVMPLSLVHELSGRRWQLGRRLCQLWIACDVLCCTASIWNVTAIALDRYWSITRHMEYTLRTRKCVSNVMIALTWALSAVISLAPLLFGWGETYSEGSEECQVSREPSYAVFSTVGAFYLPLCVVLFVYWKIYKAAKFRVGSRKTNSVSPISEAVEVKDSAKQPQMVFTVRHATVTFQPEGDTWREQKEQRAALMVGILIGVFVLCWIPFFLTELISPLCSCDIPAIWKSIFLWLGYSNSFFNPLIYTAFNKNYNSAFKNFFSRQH
DSG3 Ab inh = inhibitors of pemphigus antibody binding to human desmoglein-3 | P32926 | DSG3-coupled beads, scFv-anti-DSG3-GFP binding, flow cytometry; active compounds read low | binding (percent of control), % at 10 µM | 310,000 compounds, 0.48% hits | AID 588358;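 active = binding more than 3 SD below its plate's average and above zero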;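 also: hits lower antibody fragment binding to DSG3; some compounds called inactive have numbers as strong as hits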
SUMO Mot1 rescue = SUMOylation pathway inhibition by Mot1-301 growth rescue; 320,000 compounds, 1% hits; S. cerevisiae Mot1-301 growth rescue, ATP luminescence, 38.5C; percent above DMSO median, 100 means doubled; growth rescue, % at 18.8 µM;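 active = every valid replicate shows activation above 250% relative to neutral control wells; inactive = the rest, any valid replicate at or below 250%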;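 also: OY570 slx delta 5 strain wells were the positive control but not used for scaling; some compounds called inactive have numbers as strong as hits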
PKA-R1A activ = activates the PKA-R1A holoenzyme complex. P00514+P68181. PKA-R1A dissociation, Cy5-IP20 fluorescence polarization; scaled: DMSO 0%, 113 µM cGMP 100%. activation, % at 11.4 µM. 340,000 compounds, 0.083% hits. AID 504707;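 active = percent activation above the mean of all tested compounds plus 3 SD, cut at about 19% in these data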;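 also: higher means more PKAc released from R1A so a rise in polarization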
Ecoli viability = counter-screen for AddAB inhibitors: E. coli growth inhibition; 330,000 compounds, 0.27% hits; E. coli V3065 growth, OD600 absorbance, 18 h; inhibition, % at 11.9 µM;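 active = inhibition above the campaign's mean inhibition across all tested compounds plus 3 SD, cut at about 9.9% in these data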;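 also: uninfected addAB+ strain grown without phage in ampicillin broth; 0% = DMSO wells and 100% = ciprofloxacin 0.95 µg/ml wells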
AddAB inh = less growth of phage-infected E. coli with AddAB; E. coli expressing H. pylori AddAB, absorbance growth; inhibition, % at 11.9 µM; 330,000 compounds, 0.29% hits; AID 435030; in the data active = inhibition above about 12%;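 also: 0% = vehicle wells of infected cells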
HTR5A inv ag = counter-screen for OPRM1-OPRD1 inverse agonists: human HTR5A inverse agonism. P47898. HTR5A cell line, luminescence. inhibition, % at 9.3 µM. 340,000 compounds, 0.083% hits; in the data active = inhibition mostly above about 23%, no sharp cut-off; inactive = mostly below about 18%;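 also: 0% = cells with DMSO and 100% = no-cell wells with DMSO; some compounds called inactive have numbers as strong as hits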
OPRM1-OPRD1 inv = mu-delta opioid heterodimer inverse agonism | P35372+P41143 | inhibition, % at 9.3 µM | cell-based MOR-DOR heterodimer luminescence | 340,000 compounds, 0.21% hits | AID 504357; in the data active = inhibition above about 22%, passing the limit was not always enough;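 also: 0% = cells with DMSO and 100% = wells without cells with DMSO; values of inactives mirror those of a sister screen read the other way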
OPRM1-OPRD1 ag = agonists of human mu-delta opioid receptor heterodimerization; P35372+P41143; cells, OPRM1-OPRD1 heterodimerization, luminescence; activation, % at 9.3 µM; 340,000 compounds, 0.3% hits; AID 504326; in the data active = activation above about 18%;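 also: 0% = vehicle-treated cells and 100% = reference agonist; values of inactives mirror those of a sister screen read the other way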
* marks the source's active call; other numbers are inactive results; . = not tested or not shown. Compounds as they come. Share with any hit: about 3.2%.

Start of the data: the first 3 records, ahead of the listing:
molecule	phage Ecoli inh	PfHsp90 set2	HTR5A ag ctr	DSG3 Ab inh	SUMO Mot1 rescue	PKA-R1A activ	Ecoli viability	AddAB inh	HTR5A inv ag	OPRM1-OPRD1 inv	OPRM1-OPRD1 ag
COc1ccc(Cn2c(C)c(C)c(C#N)c2NC(=O)Nc2ccc(Cl)cc2)cc1	0.6	-7.8	4.3	.	2.9	7.3	0.6	0.2	-2.5	-24.3	4.1
CCCOC(=O)Nc1ccc(N2CCCCC2)cc1	1.6	.	1.7	108.5	0.3	1.7	2.2	1.4	-7.6	7.5	-1.7
Cc1cccc2cc(CNCC3CCCO3)c(Cl)nc12 (stereo not given)	1.7	4.6	15.0*	100.0	6.7	-22.8	-0.5	-0.1	-41.4	4.8	-0.9

This part in full, from the first entry:
molecule	phage Ecoli inh	PfHsp90 set2	HTR5A ag ctr	DSG3 Ab inh	SUMO Mot1 rescue	PKA-R1A activ	Ecoli viability	AddAB inh	HTR5A inv ag	OPRM1-OPRD1 inv	OPRM1-OPRD1 ag
COc1ccc(Cn2c(C)c(C)c(C#N)c2NC(=O)Nc2ccc(Cl)cc2)cc1	0.6	-7.8	4.3	.	2.9	7.3	0.6	0.2	-2.5	-24.3	4.1
CCCOC(=O)Nc1ccc(N2CCCCC2)cc1	1.6	.	1.7	108.5	0.3	1.7	2.2	1.4	-7.6	7.5	-1.7
Cc1cccc2cc(CNCC3CCCO3)c(Cl)nc12 (stereo not given)	1.7	4.6	15.0*	100.0	6.7	-22.8	-0.5	-0.1	-41.4	4.8	-0.9
CC(C)CCNC(=O)C1CC2Cn3c(nc4cc(Cl)c(Cl)cc43)C2N1C (stereo not given)	1.4	-4.4	-2.3	101.3	-12.4	-1.4	-1.4	0.1	2.5	2.2	-0.4
Cc1ccccc1NCCC(=O)Nc1ccc(F)cc1	-0.1	17.6	-1.8	114.1	-21.4	5.3	0.1	2.3	5.2	12.8	-2.4
COc1ccc(C(=O)COC(=O)CNC(=O)c2cccs2)cc1Br	-0.1	1.9	7.7	106.8	-33.7	-0.8	-2.0	4.6	-22.8	-16.9	2.1
CCSc1nc2c(c(=O)[nH]c(=O)n2C)n1C	2.5	.	-0.7	97.9	-10.0	1.8	0.2	2.6	-3.0	10.4	-1.8
CN(C)c1ccc(C(CC(=O)O)NC(=O)c2ccc(Cl)cc2)cc1 (stereo not given)	-0.4	-55.9	4.2	104.2	-2.7	-5.3	1.3	2.9	6.5	10.1	-2.4
Cc1ccc(C(=O)NC(=S)N2CCN(C(=O)OC(C)(C)C)CC2)cc1Br	0.6	30.2	0.8	85.5	22.4	-14.6	-2.2	-2.8	16.8	21.1	-4.1
CC(C)n1c(SCC(=O)Nc2ccccc2N2CCOCC2)nc2c1c(=O)n(C)c(=O)n2C	-3.3	-19.5	6.2	96.5	11.6	2.8	0.9	1.6	-21.9	-1.6	0.3
COc1ccc(C)cc1N(CC(=O)O)S(=O)(=O)c1ccc(C)cc1	3.5	-23.3	-1.2	91.8	710.4	0.4	-0.8	1.9	-26.9	5.2	-0.9
Cc1c(Cl)c([N+](=O)[O-])nn1CCCC(=O)Nc1sc2c(c1C#N)CCC2	1.4	-18.9	4.0	105.5	-14.9	-4.1	-0.9	0.2	-13.9	-5.8	1.0
Cc1ccccc1CSc1nnc(C)c(=O)n1N	1.5	19.4	-1.1	110.0	82.2	-1.1	0.4	1.4	3.1	10.2	-1.9
O=C(Nc1ccccc1Cl)C(Cl)C(=O)c1ccccc1 (stereo not given)	4.2	-0.3	-4.5	99.5	.	-7.7	.	.	12.2	52.3*	-10.4
CC(C)N(C(=O)CSc1nnc(CSc2ncccn2)n1C)C(C)C	1.7	13.6	0.1	105.5	289.2	-8.2	-0.7	-1.4	8.8	12.4	-2.5
COc1ccccc1C(=O)Nc1ccnn1C1CCN(CCCc2ccccc2)CC1	2.2	13.8	-2.1	101.0	0.0	-1.3	-0.1	3.2	19.1	17.9	-3.5
COc1ccc(-c2cc(C(F)(F)F)nc(S(C)(=O)=O)n2)cc1OC	2.3	-37.6	7.6	91.3	368.7	-4.2	-0.7	-0.6	-20.5	-0.1	0.0
Cc1ccc(C(=O)N2C(=O)c3cccc(N)c3C2=O)o1	-1.8	19.0	3.6	87.0	18.5	1.7	1.8	0.1	15.6	11.3	-2.2
CCCCn1nnnc1SCC(=O)NCc1ccccc1	3.0	.	-0.8	96.1	.	5.4	-1.8	3.0	-21.8	8.5	-1.6
COc1ccccc1CNS(=O)(=O)c1cc(CN2C(=O)c3cccnc3C2=O)ccc1OC	1.4	18.9	1.1	100.2	5.9	-0.4	-1.9	-1.3	-7.9	5.9	-1.1
COc1ccc(/C=C/C(=O)NCc2ccc(F)cc2)cc1S(=O)(=O)N1CCOCC1	1.2	17.0	2.4	104.2	7.8	-10.4	-1.4	-1.9	-6.6	15.9	-3.0
O=C(CSCc1ccccc1Cl)NNC(=O)c1ccccc1	2.6	-33.7	-2.1	100.0	-3.1	-8.1	-2.4	0.8	-12.0	-0.9	0.2
COCCN1C(=O)N(C)[C@@H](c2ccccc2)C(C(C)=O)=C1C	0.6	-11.7	-3.9	101.2	-1.7	-8.7	-1.9	-1.1	0.5	20.8	-4.5
Cc1ccc(C(=O)Nc2cc(Cl)ccc2Oc2ccccc2)cc1[N+](=O)[O-]	4.7	-6.1	1.2	105.4	0.8	-1.9	1.8	1.2	-10.3	-6.4	1.2
COc1ccc(C(=O)NC2CCN(S(=O)(=O)c3ccc(C)cc3)CC2)cc1	5.8	-6.2	-0.6	115.9	7.2	-3.1	0.8	0.7	2.3	4.9	-1.0
CCN1CCN(c2ccc(NC(=O)COc3ccccc3Cl)cc2)CC1	4.3	.	1.0	85.0	9.0	-6.7	-1.8	4.6	3.3	9.4	-1.7
CN(C)c1ccc(/C=N/Nc2ccc(-n3ccnc3)nn2)cc1	1.8	7.1	5.6	96.9	497.6	-7.1	0.9	3.6	-3.4	7.4	-1.6
CC/C(C)=N/Nc1nc2c(c(=O)[nH]c(=O)n2C)n1CCc1ccccc1	4.6	-4.0	-2.2	98.0	5.4	-6.6	-1.2	-0.3	6.1	-7.4	1.4
Cc1ccc(NC(=O)CSc2nc3c([nH]c4ccccc43)c(=O)n2C)cc1	3.1	-39.1	2.5	102.0	9.7	1.8	-0.3	-1.2	-7.4	-184.5	31.1*
O=C(Nc1nonc1NC(=O)C1CCCCC1)C1CCCCC1	2.7	22.7	5.5	.	-9.0	0.9	0.2	2.5	-14.9	-17.8	2.9

Single records (already shown). Order of values: phage Ecoli inh, PfHsp90 set2, HTR5A ag ctr, DSG3 Ab inh, SUMO Mot1 rescue, PKA-R1A activ, Ecoli viability, AddAB inh, HTR5A inv ag, OPRM1-OPRD1 inv, OPRM1-OPRD1 ag
CC(C)N(C(=O)CSc1nnc(CSc2ncccn2)n1C)C(C)C is listed as 1.7, 13.6, 0.1, 105.5, 289.2, -8.2, -0.7, -1.4, 8.8, 12.4, -2.5
CC/C(C)=N/Nc1nc2c(c(=O)[nH]c(=O)n2C)n1CCc1ccccc1 is listed as 4.6, -4.0, -2.2, 98.0, 5.4, -6.6, -1.2, -0.3, 6.1, -7.4, 1.4

(cont.)
molecule	phage Ecoli inh	PfHsp90 set2	HTR5A ag ctr	DSG3 Ab inh	SUMO Mot1 rescue	PKA-R1A activ	Ecoli viability	AddAB inh	HTR5A inv ag	OPRM1-OPRD1 inv	OPRM1-OPRD1 ag
COc1ccccc1/C=C1\SC(=S)N(C(C(=O)O)c2ccccc2)C1=O (stereo not given)	2.9	26.6	1.8	91.7	11.4	-2.6	1.6	5.7	14.8	18.3	-3.5
COc1ccccc1CNC(=O)COC(=O)c1cc(C)nc2ccccc12	0.9	-15.7	5.1	94.5	-14.0	-4.7	-1.1	2.0	-12.5	9.5	-2.2
CCc1ccc(OCC(=O)NCC(c2ccc(Cl)cc2)N2CCCCC2)cc1 (stereo not given)	4.1	4.9	0.2	99.1	-5.0	4.6	0.8	1.5	-11.4	-11.2	2.2
CCN(CC)C(=O)CSc1ccc(C(F)(F)F)cc1[N+](=O)[O-]	0.8	11.6	-3.3	.	-32.8	-9.7	-2.0	1.9	7.0	6.4	-1.2
CC(C)c1ccc(N(CC(=O)NCc2ccc(F)cc2)C(=O)c2snc(C(N)=O)c2N)cc1	-2.3	7.5	9.5	101.8	-2.5	7.8	-0.3	0.2	-28.3	-32.2	4.0
COc1cc(/C=N/NC(=O)CNC(=O)c2ccncc2)ccc1O	-0.2	-29.6	5.7	101.5	-5.7	1.8	-1.4	-0.9	6.3	7.5	-1.4
COc1cc(/C=C2\SC(=Nc3ccccc3OC)NC2=O)ccc1O	-0.2	-3.8	7.3	101.3	6.9	-8.1	-2.5	1.3	-27.1	14.4	-3.1
Cc1nnc(NC(=O)CSc2nnc(-c3ccco3)o2)s1	.	13.9	2.5	104.4	87.0	-1.3	-2.8	0.2	-6.6	3.7	-0.7
CN(CC(=O)Nc1cccc(F)c1)C(=O)c1ccncc1	-1.2	-1.2	-0.5	100.0	0.6	2.9	1.6	-0.9	1.1	26.4	-5.2
CCOC(=O)N1CCN(Cc2cc(=O)oc3ccc4ccccc4c23)CC1	1.8	2.7	-1.8	104.3	10.4	1.3	-0.5	1.6	-14.9	-0.5	0.1
COc1cccc(N(CC(=O)Nc2ccccc2C)S(C)(=O)=O)c1	2.1	12.6	1.8	98.4	-4.4	4.9	-1.1	1.9	-4.2	3.6	-0.6
CCN(CC)C(=O)CCCSc1nnc(Nc2ccccc2F)s1	2.7	-0.1	3.6	97.8	-17.0	-2.5	1.8	1.4	-9.3	3.7	-0.6
O=C1C=C(NC2CC2)C2(CCCCC2)O1	-0.9	-3.7	3.0	112.9	9.6	-10.7	1.6	-1.3	-43.4	-2.1	0.4
COc1ccc(OC)c(NC(=O)Cn2c(CCC(=O)O)ccc2-c2ccc(C)cc2)c1	5.0	-27.2	-2.1	93.7	-10.0	-0.3	-0.3	0.2	-4.2	10.5	-2.0
CCCCN(C(=O)C1CC(=O)N(c2ccc3c(c2)OCCO3)C1)c1c(N)n(CCC)c(=O)[nH]c1=O (stereo not given)	0.9	0.8	-0.1	.	3.0	-9.7	0.8	1.7	0.1	10.3	-2.5
O=C(OCn1nnc2ccccc2c1=O)c1cccc(S(=O)(=O)N2CCOCC2)c1	1.8	-18.2	3.4	101.7	-4.0	12.1	-0.7	1.9	3.6	17.5	-4.7
CC(C)C[C@H](N)c1cn([C@@H](Cc2cc3ccccc3[nH]2)C(=O)N2CCNCC2)nn1	3.1	9.5	-4.9	111.5	-3.2	-6.5	-1.4	0.7	6.2	12.5	-2.2
COc1ccc(C2C(C(=O)Nc3cc(OC)c(OC)c(OC)c3)c3ccccc3C(=O)N2C)cc1 (stereo not given)	1.5	.	1.1	121.1	465.2*	-6.6	-1.0	0.2	-3.1	-2.9	0.6
CC(C)NC(=O)C1(O)c2ccccc2NC(=O)N1c1ccc(Cl)c(Cl)c1 (stereo not given)	1.3	1.2	-0.3	96.9	.	3.0	-0.5	3.1	1.8	8.8	-1.5
